Assay outcomes: PubChem, several laboratories
Myeloid diff 2 = compounds promoting myeloid differentiation. ER-HoxA9 myeloid progenitors, lysozyme-GFP differentiation, flow cytometry. 360,000 tested, 1% active. AID 624256. calls only at 10 µM;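 active means normalized GFP-positive differentiation at or above the plate's own cutoff, the solvent-only control mean plus 3 SD; inconclusive means no clear call, values can overlap the other calls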;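 further: cells exposed to compound for four days before flow analysis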
M1AAP inhibition = malaria alanyl aminopeptidase activity blockers – biochemical, fluorogenic H-Leu-NHMec substrate, 1536-well (AID 1445); recombinant M1AAP, H-Leu-NHMec fluorogenic kinetic assay; higher % means a stronger effect; inhibition, % at 30 µM; hits with a dose series show IC50 in µM; 220,000 tested, 0.42% active;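 active means primary inhibition above the hit cutoff, then over 50% inhibition at one or more dose response concentrations, cut at about 23% in these data, passing the limit was not always enough; inconclusive means conflicting primary data, or primary hits not chosen for dose response; inactive means low primary inhibition, or under 50% at every dose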;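 further: plate controls were DMSO full reaction for no effect and no enzyme background for full effect; strong numbers were not always called active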
Lipid droplet = hepatic lipid droplet formation modulation | AML12 mouse hepatocytes, oleate lipid droplets, BODIPY imaging | inhibition, % at 6.5 µM | 240,000 tested, 0.4% active;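 active means lipid droplet intensity inhibited by at least 50%, with more than 500 cells counted; inconclusive means wells with under 300 cells, treated as cytotoxic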
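Assay system: AML12 hepatocytes (mouse) / Also added: 100 µM oleic acid challenge / Times: overnight treatment with compound plus oleate / Detection: high-content imaging of BODIPY-stained droplets and DAPI nuclei / Evaluation: % inhibition of lipid droplet signal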
human PMI inhibition = inhibitors of human PMI, primary screen, biochemical, fluorescence intensity, coupled assay (AID 1209); 190,000 tested, 0.42% active; purified PMI enzyme, coupled fluorescence intensity; higher % means a stronger effect; inhibition, % at 20 µM; hits with a dose series show IC50 in µM;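 further: plate controls were DMSO vehicle for no effect and wells lacking substrate for full effect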
WT yeast gro inh = growth inhibition of WT yeast, mitochondrial fusion screen | 190,000 tested, 2.1% active | mitochondrial fusion phenotypic screen, WT strain | inhibition, % at 10 µM; in the data active means inhibition above about 58%; tested in S. cerevisiae
ER stress rescue = rescue of cells from ER stress-induced death, primary screen, 384-well, CSM14.1, thapsigargin, ATP luminescence (AID 1222); CSM14.1 thapsigargin-induced death rescue, ATP luminescence; higher % means a stronger effect; one-dose cellular ATP content (survival), % at 20 µM; EC50 in µM for titrated hits; 190,000 tested, under 10 active;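 active means EC50 below 50 µM in the dose-response confirmation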;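 further: death triggered by thapsigargin at about 15 µM added after 2 h compound pretreatment; cell ATP read after overnight thapsigargin exposure of roughly 18 to 22 hours; normalized against plate controls of thapsigargin alone and 5% DMSO vehicle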
UTI89 phage lysis = protection from phage-mediated lysis, alamar blue read-out – E. coli UTI89, K1F phage, bacterial capsule biogenesis inhibitors (AID 488966); E. coli UTI89 K1F phage lysis, alamar blue, 2 h; higher % means a stronger effect; one-dose inhibition, % at 100 µM; IC50 in µM for titrated hits; 340,000 tested, 0.02% active;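 active means phage lysis inhibition, versus mean bacterial control, above a set limit; inconclusive means no clear call, values can overlap the other calls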;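 further: capsule biogenesis inhibitors block K1F phage lysis so surviving cells raise fluorescence; higher fluorescence means more inhibition of phage lysis; actives were called in the ten point dose series up to 300 µM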
PMI inhibition = MPI inhibition at elevated mannose 6-phosphate – biochemical, fluorescence intensity, high mannose 6-phosphate, primary screen (AID 1220). recombinant PMI enzyme, coupled fluorescence intensity; higher % means a stronger effect. one-dose inhibition, % at 20 µM; IC50 in µM for titrated hits. 190,000 tested, 0.66% active
TNAP activators = human TNAP enzyme activators, primary screen, biochemical, luminescent, no phosphate acceptor, uHTS (AID 1001). one-dose activation fold at 20 µM; EC50 in µM for titrated hits. purified TNAP, luminescent activation assay, no phosphate acceptor; higher activation fold means a stronger effect. 200,000 tested, 0.03% active; in the data active means activation fold from about 3, or a potency from the dose series; inactive means the rest, 99 in 100 with activation fold below about 1.6; further: many of its hits are not listed in these tables
WT yeast gro inh mutant strain = second read-out of WT yeast gro inh, no call of its own (marks repeat the call); inhibition, %; mitochondrial fusion phenotypic screen, mutant strain inhibition
Lipid droplet cells 6.5 µM = further read-out of Lipid droplet, marked with its call; cell count; measured here: cell count, cytotoxicity flag;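 cells counted across two imaged fields per well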
Myeloid diff 2 GFP+ MAC1+ % = further read-out of Myeloid diff 2, marked with its call; GFP+ MAC1+ double positive, %; measured here: differentiation confirmed by MAC1 staining
Numbers without * were called inactive; i = inactive; ? = inconclusive; . = no result given; + = active, no number; [ ] = dose if it differs, or a comment. Unless noted, no stated cut-off is given here; in the data, active means inhibition above about 50%; inactive means the rest.

Start of the data: the first 6 records, to show the layout:
SMILES	Myeloid diff 2	Myeloid diff 2 GFP+ MAC1+ %	M1AAP inhibition	Lipid droplet	Lipid droplet cells 6.5 µM	human PMI inhibition	WT yeast gro inh	WT yeast gro inh mutant strain	ER stress rescue	UTI89 phage lysis	PMI inhibition	TNAP activators
COc1ccc(-c2cc(N)n(S(=O)(=O)c3c(F)c(F)c(F)c(F)c3F)n2)cc1OC	?	.	11%	.	.	15%	31	-9	-0.8%	-17%	-7%	1.1
O=C(Nc1ccon1)c1cccc(C(F)(F)F)c1	i	7.0	-2%	-7	791	13%	15	6	0.0%	7.0%	9%	1
O=C(COc1ccccc1)Nc1ccccc1N1CCN(c2ccccc2)CC1	?	.	11%	-4	726	17%	-9	-6	-2.8%	2.4%	9%	1
CCOc1ccc(S(=O)(=O)Nc2ccc(S(=O)(=O)N3CCOCC3)cc2)cc1	i	0.9	4%	2	747	17%	-10	5	4.2%	0.0%	9%	1
O=C(CCCn1c(=O)oc2ccccc21)N1CCN(c2ccc(F)cc2)CC1	i	0.3	0%	12	642	.	.	.	.	-0.2%	.	.
CCOP(=O)(OCC)c1nc(-c2cccc3ccccc23)oc1NCc1ccc(OC)cc1	i	0.7	16%	-14	695	1%	17	4	4.2%	-0.3%	-1%	1.1

The listing, previewed entries included:
SMILES	Myeloid diff 2	Myeloid diff 2 GFP+ MAC1+ %	M1AAP inhibition	Lipid droplet	Lipid droplet cells 6.5 µM	human PMI inhibition	WT yeast gro inh	WT yeast gro inh mutant strain	ER stress rescue	UTI89 phage lysis	PMI inhibition	TNAP activators
COc1ccc(-c2cc(N)n(S(=O)(=O)c3c(F)c(F)c(F)c(F)c3F)n2)cc1OC	?	.	11%	.	.	15%	31	-9	-0.8%	-17%	-7%	1.1
O=C(Nc1ccon1)c1cccc(C(F)(F)F)c1	i	7.0	-2%	-7	791	13%	15	6	0.0%	7.0%	9%	1
O=C(COc1ccccc1)Nc1ccccc1N1CCN(c2ccccc2)CC1	?	.	11%	-4	726	17%	-9	-6	-2.8%	2.4%	9%	1
CCOc1ccc(S(=O)(=O)Nc2ccc(S(=O)(=O)N3CCOCC3)cc2)cc1	i	0.9	4%	2	747	17%	-10	5	4.2%	0.0%	9%	1
O=C(CCCn1c(=O)oc2ccccc21)N1CCN(c2ccc(F)cc2)CC1	i	0.3	0%	12	642	.	.	.	.	-0.2%	.	.
CCOP(=O)(OCC)c1nc(-c2cccc3ccccc23)oc1NCc1ccc(OC)cc1	i	0.7	16%	-14	695	1%	17	4	4.2%	-0.3%	-1%	1.1
COc1cc(C)c(Cl)cc1S(=O)(=O)NCCCN1CCOCC1	i	9.3	5%	8	770	6%	-2	6	-0.1%	-1.6%	2%	1.1
COc1ccccc1NC(=S)N1CCOCC1	i	1.1	6%	3	597	4%	-6	15	-0.8%	-1.1%	12%	1.1
O=S(=O)(c1ccc(F)cc1)n1ccc2cccnc21	i	1.3	4%	-19	717	-3%	0	-30	1.1%	0.7%	-3%	1.1
Cc1csc(SCC(=O)Nc2cccc(S(=O)(=O)N3CCOCC3)c2)n1	i	0.0	0%	3	716	3%	-8	1	-0.7%	-0.1%	-4%	1
O=C(Nc1cccc(C(=O)O)c1)/C(=C/c1ccc2c(c1)OCO2)NC(=O)c1cccc(Br)c1	i	0.2	11%	-19	713	1%	7	10	-0.4%	-1.0%	-2%	1.1
CC(NC(=O)CNC(=O)C1O[C@@H]2OC(C)(C)O[C@@H]2[C@H]2OC(C)(C)O[C@@H]12)C(=O)O (stereo partly specified)	i	0.1	5%	6	680	-16%	3	11	-6.7%	0.2%	-2%	1
CSc1ccccc1C(=O)Nc1ccccc1C(=O)NC(C)C	i	0.5	7%	4	683	8%	4	4	0.5%	0.0%	4%	1
N#CCN1CCC2(O)CCCCC2C1c1ccc2c(c1)OCO2 (stereo unspecified)	i	0.6	6%	31	777	.	.	.	.	-0.4%	.	.
Cn1c(=O)[nH]c(=O)c2c1nc(NCCCn1ccnc1)n2Cc1ccc(F)cc1	i	0.7	4%	-6	741	8%	-4	-5	-1.8%	0.1%	6%	1.1
CC(=O)c1cccc(CN2CCCC(CCC(=O)NCc3ccc(C)o3)C2)c1 (stereo unspecified)	i	0.2	7%	6	734	10%	-11	-8	-1.9%	1.1%	6%	1
N/C(Cn1cncn1)=N\NC(=O)c1ccc(Cl)cc1Cl	i	0.1	2%	1	638	5%	-16	8	0.4%	0.6%	1%	1.5
CCC(C(=O)NCc1ccco1)N(C(=O)CNS(=O)(=O)c1ccccc1)c1ccccc1C (stereo unspecified)	i	0.2	3%	-6	662	1%	0	-2	0.7%	-1.2%	0%	1.1
CCC(=O)N1CCCc2cc(S(=O)(=O)N3CCN(c4ccccc4F)CC3)ccc21	+	12*	-2%	.	.	14%	19	10	0.7%	-3.0%	11%	1.1
CN(C)S(=O)(=O)c1ccc(=S)[nH]c1	i	1.3	-4%	1	654	-15%	3	6	0.1%	-0.7%[50 µM]	-33%	1.1
CCOC(=O)c1[nH]c2c(c1-c1ccccc1)C(=O)CC(c1ccc(Cl)cc1)C2 (stereo unspecified)	i	1.2	3%	2	782	7%	-7	0	-0.8%	-1.6%	11%	1.1
Cc1ccc(C(=O)N2CCN(Cc3ccc4c(c3)OCO4)CC2)o1	i	0.9	13%	.	.	3%	1	1	-0.7%	1.6%	5%	1.1
O=C(NCC1CCCO1)C1CCCCN1S(=O)(=O)c1ccc(F)cc1 (stereo unspecified)	i	1.6	15%	5	748	-30%	14	0	-2.2%	1.6%	-36%	1
COC(=O)CSc1ccccc1C(=O)OC	i	4.7	-10%	1	791	4%	-8	-2	-2.6%	0.2%	0%	1.1
Cc1cc(NN)nc2ccc(Cl)cc12	i	1.0	2%	8	696	-64%	-3	-3	-0.6%	-0.1%	-74%	0.9
N#C/C(=C\c1ccc([N+](=O)[O-])o1)C(=O)Nc1ccc(F)cc1	?	.	8%	-1	675	-16%	88	92	3.2%	0.6%	26%	1
Cc1cc(Br)c2nc3c(c(C(=O)O)c2c1)CCCCC3	i	1.4	-2%	2	695	-8%	-10	7	0.2%	-0.5%[50 µM]	-14%	0.9
Cc1ccc(-c2nnc(N(C)C(=O)c3ccccn3)s2)cn1	i	0.6	1%	9	690	-2%	2	-2	-2.0%	-0.7%	-5%	1
COc1cccc(C2/C(=C(/O)c3ccncc3)C(=O)C(=O)N2CCCN(C)C)c1 (stereo unspecified)	.	.	.	.	.	-11%	.	.	0.3%	.	-12%	1.1
CC(C)(C)OC(=O)NCCCC[C@H](NC(=O)c1nc[nH]c1C(=O)NCc1ccccc1)C(=O)OC(C)(C)C	i	0.2	-15%	-5	649	28%	29	12	-2.3%	1.3%	26%	1.1
CC1(C)CCc2nc(SCc3ccccc3)c(C#N)cc2C1	i	0.6	3%	-25	747	2%	22	5	9.5%	-0.2%	-3%	1.1
CN(Cc1ccccc1)S(=O)(=O)c1ccc2c(c1)OCCO2	i	0.5	0%	-3	777	11%	20	11	1.5%	0.4%	5%	1.1
COc1ccc2cnnc(SCC(=O)Nc3ccccc3)c2c1OC	i	0.5	14%	-7	376	8%	2	-18	1.0%	0.1%	3%	1.1
C=CCn1c(=O)n(CCC#N)c(=O)n(CCC#N)c1=O	i	0.7	1%	.	.	-4%	-5	6	-0.3%	0.4%	1%	1
CCCCOCCCNC(=O)c1ccc(OC)cc1	i	1.3	4%	3	784	-3%	-7	3	-0.5%	-0.6%	-7%	1.2
Cn1c(=O)oc2cc(S(=O)(=O)N3CCCc4ccccc43)ccc21	i	5.0	3%	.	.	4%	1	-2	2.6%	-3.2%	10%	1.1
O=C(CCc1c[nH]c2ccccc12)NCC(=O)Nc1ccc(F)c(F)c1F	i	0.6	4%	3	681	-7%	-19	-21	-0.7%	0.3%	-2%	1.1
Cc1ccc(C2C(C(N)=S)=C(N)OC3=C2C(=O)CC(C)(C)C3)cc1 (stereo unspecified)	i	0.4	8%	-12	688	19%	-14	7	-1.3%	-0.6%[50 µM]	17%	1.4
C=C(C)Cn1c(CCCNC(=O)CCC)nc2ccccc21	i	0.6	0%	-17	672	-3%	10	-2	.	-0.1%	-3%	1.1
COc1ccc(OC)c(/C=C/C(=O)Nc2ccc3c(c2)CCC3)c1	i	1.2	10%	17	657	15%	40	6	-1.4%	0.4%	12%	1.1
COC(=O)[C@H](CCSC)NC(=O)NC1CCN(Cc2ccccc2)CC1	i	0.5	-1%	.	.	6%	-2	3	0.0%	0.5%	0%	1.1
CCOCCCNC(=O)C(=O)NCCCOCC	i	0.5	5%	-1	644	11%	-24	9	1.4%	2.8%[50 µM]	5%	0.9
O=C(Nc1ccc(Cl)c(Cl)c1)Nc1ccccc1NS(=O)(=O)c1cccs1	i	0.2	4%	0	423	10%	63	81	-1.0%	0.3%	1%	0.9
COC(=O)c1[nH]c2ccc(F)cc2c1NC(=O)CCN1CC(C)OC(C)C1 (stereo unspecified)	i	0.5	-4%	.	.	4%	-6	-3	1.3%	0.2%	4%	1.2
N#Cc1ccccc1OCCOCCNC1CCCC1	i	0.2	-1%	11	623	4%	4	2	0.0%	0.2%	-7%	1.1
CCCC(=O)N(c1ccc2oc(C)c(C(C)=O)c2c1)S(=O)(=O)c1ccc(C)c([N+](=O)[O-])c1	i	0.6	-1%	-15	624	-5%	4	-16	-0.7%	8.5%	2%	1.1
Cn1ccnc1SCC(=O)c1ccc(O)cc1	i	0.9	1%	-2	720	.	.	.	.	0.3%	.	.
CCCC(=O)N1CCN(c2ccc(C(=O)c3ccc(OC)c(Br)c3)cc2F)CC1	.	.	.	.	.	15%	11	-1	3.2%	.	10%	1.1
O=c1ccn(CCOc2ccc(Cl)cc2)c(=O)[nH]1	i	0.5	3%	.	.	-11%	12	58	1.1%	4.0%	-6%	1
CC(C)(C)C1CCC(=NNC(=O)C(=O)NCc2ccco2)CC1 (stereo unspecified)	i	1.7	8%	8	670	-11%	-6	-6	-0.7%	0.1%	-3%	1.5
